FBW7 activator = human FBW7 E3 ligase activation, primary screen. Q969H0. AlphaScreen FBW7–phospho-cyclin E peptide binding, activator screen. normalized activity (activation), % at 26.1 µM. hit rate 0.13% among 650,000. AID 1259310; in the data active = normalized activity above about 1.9%;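 note: purified mutant Fbw7 with reduced substrate affinity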
Target sequence (Q969H0 whole entry, looked up): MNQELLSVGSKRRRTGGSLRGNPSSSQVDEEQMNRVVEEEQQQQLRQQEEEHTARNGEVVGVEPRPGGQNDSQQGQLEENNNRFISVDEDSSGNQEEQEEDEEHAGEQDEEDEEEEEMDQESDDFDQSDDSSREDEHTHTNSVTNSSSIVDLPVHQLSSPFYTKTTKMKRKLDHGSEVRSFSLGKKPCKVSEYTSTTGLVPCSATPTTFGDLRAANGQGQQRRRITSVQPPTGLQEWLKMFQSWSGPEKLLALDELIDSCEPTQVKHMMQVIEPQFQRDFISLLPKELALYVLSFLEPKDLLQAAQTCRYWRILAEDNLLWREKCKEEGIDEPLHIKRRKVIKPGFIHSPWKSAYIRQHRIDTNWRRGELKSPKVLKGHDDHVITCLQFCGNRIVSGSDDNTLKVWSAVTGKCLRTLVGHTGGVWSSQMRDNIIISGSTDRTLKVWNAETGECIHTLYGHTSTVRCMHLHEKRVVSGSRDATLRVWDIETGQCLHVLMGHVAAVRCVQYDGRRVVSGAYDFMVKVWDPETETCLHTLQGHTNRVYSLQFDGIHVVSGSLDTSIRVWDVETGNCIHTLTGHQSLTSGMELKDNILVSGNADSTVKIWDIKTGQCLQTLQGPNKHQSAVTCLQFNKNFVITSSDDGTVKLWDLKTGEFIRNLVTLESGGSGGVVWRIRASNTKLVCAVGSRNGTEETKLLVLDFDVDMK
GPR151 activ = activates the human receptor GPR151 | Q8TDV0 | PathHunter beta-arrestin GPR151 cells, luminescence | activation, % at 11.2 µM | hit rate 1% among 650,000; in the data active = activation above about 4.9%;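 note: 0% = median of compound wells and 100% = cells with positive control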
MITF inh = blocks human microphthalmia-associated transcription factor; AID 1259374; inhibition, % at 2.6 µM; AlphaScreen MITF homodimerization, bead proximity signal; hit rate 0.91% among 650,000; in the data active = inhibition above about 50%;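 note: 0% = vehicle wells with protein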
TEAD-YAP block = TEAD-YAP interaction inhibition. AID 1259422. HEK-TIYL cells, TEAD-Gal4/YAP UAS-luciferase luminescence. inhibition, % at 9.12 µM. hit rate 1.4% among 640,000; in the data active = inhibition above about 32%;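 note: 0% = median of test compound wells and 100% = reference inhibitor wells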
Starred values were filed as active, the others as inactive.

Molecule	FBW7 activator	GPR151 activ	MITF inh	TEAD-YAP block
O=C(N/C(=C\c1ccccc1)C(=O)N1CCc2ccccc2C1)c1ccccc1	0.7	-1.5	13	4
CCCCc1ccc(-n2[nH]nnc2=S)cc1	0.0	-1.3	-6	-1
CCc1ccccc1OCCCCNC(C)(C)C	0.1	-0.4	13	3
Nc1nc(SCC(=O)Nc2ncc(C(F)(F)F)cc2Cl)n[nH]1	0.0	2.2	8	-2
O=C(Cc1ccccc1[N+](=O)[O-])NNC(=O)Nc1ccccc1C(F)(F)F	0.9	-1.7	14	15
c1cc(-c2cnc3ccc(NC4CCOCC4)nn23)co1	-0.1	2.2	-2	11
COc1ccccc1NC(=O)CN1CCC(C(N)=O)CC1	0.0	-0.1	1	-10
CNC(=O)c1ccccc1Nc1cc(NC(=O)Cc2cccc(OC)c2)ncc1C(F)(F)F	-0.2	1.4	-10	64*
Cc1nc(CCNC(=O)CCc2nnc(CCc3c[nH]c4ccccc34)o2)sc1C	-0.1	-0.7	1	-2
CC(C)NC(=O)COC(=O)c1cc(Br)ccc1Cl	-0.1	1.1	-5	0
O=C(c1ccccc1)c1ccc(NC(=O)c2cccs2)cc1	-0.1	-1.8	-8	-76
O=C(CSc1nnc(NCc2ccccc2)s1)Nc1ccc(N2CCOCC2)cc1	0.1	3.4	12	7
CC(C)(C)OC(=O)COc1ccc2c(-c3ccccc3)cc(=O)oc2c1	0.2	0.0	16	-10
O=C(CNS(=O)(=O)c1cccc2nonc12)N1CCC(Cc2ccccc2)CC1	-0.1	-1.3	-2	20
O=C(Nc1ccccc1)c1cc(N2CCCC2CO)nc2ccccc12 (stereo not drawn)	0.1	-0.6	8	-5

Molecule	FBW7 activator	GPR151 activ	MITF inh	TEAD-YAP block
Cc1ccccc1NC(=O)CC(NCCO)C(=O)O (stereo not drawn)	0.1	0.0	5	0
CC1=NN(c2ccccc2)C(=O)/C1=C/c1cc(C)n(-c2sc3c(c2C(=O)Nc2ccc(C)cc2)CCCC3)c1C	1.1	-1.1	19	-5
COc1ccc(Cl)cc1NC(=O)c1sc2ncn(CC(=O)Nc3ccc(C(C)C)cc3)c(=O)c2c1C	-0.1	1.4	3	-4
COc1cc(Nc2nc(NCc3ccccc3)c3ncn(CCN4CCCC4=O)c3n2)cc(OC)c1OC	-0.1	-0.1	6	22
O=C(CCl)NC(=O)NCc1ccccc1	0.0	-1.4	-3	3
CCC(C)NC(=O)CSc1n[nH]c(COc2ccc(Cl)c(C)c2)n1 (stereo not drawn)	0.1	-2.1	1	5
COc1cc(C2OCC3(COC(C)=O)C(C)C=C(C)C2C3C)ccc1OC(C)=O (stereo not drawn)	0.0	-0.9	6	-4
C=CCOc1nc2ccc(C)cc2cc1CNCc1cnc(C)cn1	-0.7	1.2	12	-14
COc1ccccc1CNC(=O)CCS(=O)(=O)Cc1cccc(F)c1	-0.1	0.7	-1	-4
Cc1cc(NC(=O)c2c(-c3ccccc3Cl)noc2C)no1	0.3	1.1	8	5
CCOC(=O)N1CCN(C(=O)C2CC(=O)N(c3ccccc3)C2)CC1 (stereo not drawn)	-0.1	1.5	-13	3
CN(C)c1ccc(C(=O)C(O)c2ccccc2)cc1 (stereo not drawn)	0.3	0.9	3	-2
CCOc1ccc(C2C(C(=O)OC)=CNC=C2C(=O)OC)cc1Cl	0.4	0.2	13	1
Cc1ccc(O)c(NC(=S)NC(=O)COc2ccccc2)c1	0.0	-0.8	-8	-1
Cn1c2c(c(=O)n(C)c1=O)C(c1cccc(C(F)(F)F)c1)C1=C(CC(C)(C)CC1=O)N2 (stereo not drawn)	0.0	0.4	-19	-17

Molecule	FBW7 activator	GPR151 activ	MITF inh	TEAD-YAP block
CN(CC1Cc2ccccc2O1)C(=O)CC1(c2cccc(F)c2)CC(=O)N(C)C1=O (stereo not drawn)	-0.3	-1.1	-8	-45
CN(CCCNC(=O)Cn1ncc2c(=O)oc3ccccc3c21)Cc1ccccc1	-0.1	-0.4	11	2
CC(=O)Oc1ccc2c(=O)c(-c3ccc(Br)cc3)c(C)oc2c1	0.1	-0.9	8	-6
CCCc1[nH]nc2c1C(c1ccncc1)C(C#N)=C(N)O2 (stereo not drawn)	0.6	-1.4	-8	-3
O=C(Nc1ccccc1Br)C1CCN(S(=O)(=O)c2ccccc2)CC1	0.1	0.3	3	3
Cc1ccc(OCCCC(=O)Oc2ccc3c(c2)oc(=O)c2ccccc23)cc1	-0.1	0.7	22	8
CCCN(CCC)C(=O)c1ccc(Cl)cc1[N+](=O)[O-]	-0.2	0.6	9	6
COCCCNC(=O)c1cc2c(=O)n3ccccc3nc2n(C)c1=N	0.0	-0.5	-9	10
O=C(NCc1noc2ccccc12)Nc1cccc(Cl)c1	0.4	0.6	0	-1
C=CCNC(=O)c1ccc2c(c1)NC(=O)C(CSCc1ccc(Cl)cc1)N2 (stereo not drawn)	-0.2	1.0	5	7
Cc1cc2c(=O)n(CC(=O)NC3CCCCC3)cnc2s1	0.0	-0.1	4	0
O=C(Cn1ncc2c(=O)oc3ccccc3c21)Nc1ccc(F)cc1	0.3	-0.1	5	9
O=C(Cn1cnc2sc3c(c2c1=O)CCCC3)NCCCC(=O)N1CCN(c2cccc(Cl)c2)CC1	0.1	-0.3	-11	-3
Cc1ccc(NC(=O)C(C)N2Cc3ccccc3C2=O)nc1 (stereo not drawn)	0.1	-0.6	5	82*
CCOC(=O)C1=C(c2ccccc2)NC(=S)NC1c1ccccc1 (stereo not drawn)	-0.3	1.2	-3	-2

Molecule	FBW7 activator	GPR151 activ	MITF inh	TEAD-YAP block
COCCN1C(=O)C(=O)/C(=C(/O)c2cccc(OC)c2)C1c1ccco1 (stereo not drawn)	-0.1	0.3	20	-2
Cc1cccc(NC(=O)CCC2CCCCC2)n1	-0.1	-0.1	-4	-53
COc1ccc(Cl)cc1NC(=O)C(C(F)(F)F)C(F)(F)F	0.0	1.5	5	10
Cc1ccccc1NC(=O)Cn1c(=O)oc2cc(Br)ccc21	0.0	-0.7	-16	-4
CCOc1ccc(OCCCC(=O)Nc2ncccc2O)cc1	0.0	0.1	7	-1
CS(=O)(=O)c1ccc(-c2cccc3c2OC(CNC(=O)c2cc[n+]([O-])cc2)C3)cc1 (stereo not drawn)	-0.1	-0.5	-2	4
CC(C)(C)C(=O)NC1CCN(CC(=O)Nc2ccccc2)CC1	0.1	1.2	1	-6
O=c1ccsc2ccc3ccccc3c12	0.2	2.3	8	-5
Cc1nnc(SCCn2c(Br)nc3c2c(=O)n(C)c(=O)n3C)s1	0.0	2.4	0	0
COCCOC(=O)C1=C(C)NC2=C(C(=O)CC(C)(C)C2)C1c1cccc2ccccc12 (stereo not drawn)	0.0	-0.8	-15	9
COC(=O)c1c(N2C(N)=C(C#N)C(c3ccc(Br)cc3)C3=C2CCCC3=O)sc2c1CCCC2 (stereo not drawn)	0.0	-0.8	-1	0
CCOc1ccc(C(=O)CCNC(CO)C(=O)O)cc1 (stereo not drawn)	0.0	-1.2	11	7
COc1ccc(OC)c(Nc2ncnc3sc(C)c(C)c23)c1	0.0	0.5	10	-8
O=C(Nc1cc2c(cc1C(=O)c1ccccc1Br)OCCO2)c1ccccc1	0.2	-0.1	-13	-6
O=C(NCCn1cnc(-c2ccccc2)cc1=O)c1ccc2ncsc2c1	0.2	0.4	-1	-5

Molecule	FBW7 activator	GPR151 activ	MITF inh	TEAD-YAP block
COc1ccc(N(CC(=O)Nc2nccs2)S(=O)(=O)c2c(C)nn(C)c2C)cc1	0.0	-0.1	5	-5
CC(C(=O)Nc1ccc2c(c1)OCCO2)N(c1ccccc1)S(C)(=O)=O (stereo not drawn)	0.0	-0.1	12	-1
CCOC(=O)/C(C#N)=C(\C)c1ccc([N+](=O)[O-])cc1	-0.1	-0.2	-6	6
CC(NC(=O)c1ccccc1NC(=O)CN1C(=O)C2C3C=CC(C3)C2C1=O)c1ccccc1 (stereo not drawn)	0.0	-0.4	-3	-5
CCN1CCN(CC(O)COc2ccc3ccccc3c2)CC1 (stereo not drawn)	-0.1	1.5	7	1
COc1ccc(CNC(CCSC)c2nc3ccccc3[nH]2)cc1 (stereo not drawn)	-0.1	0.6	38	3
Cc1ccc(C)c(S(=O)(=O)Nc2ccc3c(c2)CCCN3S(C)(=O)=O)c1	0.0	-0.6	9	-2
CCOc1ccc(C2/C(=C(/O)c3ccccc3)C(=O)C(=O)N2CCO)cc1 (stereo not drawn)	-0.2	-0.4	6	-2
O=C(NC1CCCC1)c1ccc(N2CCC(NCc3cnn(-c4ccccc4)n3)CC2)cc1	-0.1	-0.9	-3	-13
CCCNCC1COc2ccccc2O1 (stereo not drawn)	0.3	-0.2	13	-5
O=C(Nc1ccc2c(c1)OCO2)c1ccc2nc(Nc3ccncn3)sc2c1	-0.2	-1.8	-4	-17
COc1cc(/C=C2\C(=O)NC(=O)N(c3ccc(C)c(C)c3)C2=O)cc([N+](=O)[O-])c1O	-0.1	-0.4	15	-6
CC1(C)CC(CC(=O)O)(c2ccc(F)cc2)CCO1 (stereo not drawn)	0.3	-0.8	-8	3
CN=C1NN=C(c2cc(C)n(-c3c(C)n(C)n(-c4ccccc4)c3=O)c2C)CS1	0.0	-0.2	4	0
CC(Oc1ccc(C#N)cc1)C(=O)NNC(=O)COc1ccc(Br)cc1F (stereo not drawn)	-0.1	1.7	15	9

The list goes on, starting with the last three of the part before.
Molecule	FBW7 activator	GPR151 activ	MITF inh	TEAD-YAP block
CC1(C)CC(CC(=O)O)(c2ccc(F)cc2)CCO1 (stereo not drawn)	0.3	-0.8	-8	3
CN=C1NN=C(c2cc(C)n(-c3c(C)n(C)n(-c4ccccc4)c3=O)c2C)CS1	0.0	-0.2	4	0
CC(Oc1ccc(C#N)cc1)C(=O)NNC(=O)COc1ccc(Br)cc1F (stereo not drawn)	-0.1	1.7	15	9
CC(=O)c1sc(NC(=O)c2ccc(Cn3nc(C(F)(F)F)cc3C)o2)nc1C	0.1	-0.7	-8	-8
O=C(NCC1CCCO1)C1CCN(C(=O)c2cnn(-c3ccccc3)c2-n2cccc2)CC1 (stereo not drawn)	-0.4	1.6	0	-7
CCCCCCOC(=O)c1ccc(OC(=O)c2ccc(Br)o2)cc1	0.2	-0.8	10	-11
Cc1cccc(NC(=S)N(CCN(C)C)Cc2cccs2)c1	0.1	0.6	-2	-4
Cc1nc2cnc(-c3ccc(CO)cc3)cn2c1NC(=O)CC(C)C	-0.1	-0.9	-5	-1
CNC(=O)Cn1nc(-c2ccccc2)c2ccccc2c1=O	1.7	2.3	28	-7
Cc1ccc(NC(=O)c2ccc(C(C)(C)C)cc2)nc1	0.1	-1.2	8	28
CCC1CN(CC(=O)NCc2scnc2-c2ccccc2)Cc2cc(OC)ccc2O1 (stereo not drawn)	0.1	-1.5	21	3
COc1ccccc1NC(=O)c1c(NC(=O)COc2ccccc2)sc2c1CCC(C(C)(C)C)C2 (stereo not drawn)	0.1	4.6	-4	-6
Cc1ccc(C(=O)Nc2cccc(C#N)c2)c(C)c1	0.0	-0.5	-1	-40
OCCNCCCOc1ccc(OCc2ccccc2)cc1	-0.1	-4.0	0	15
COc1cc2c(cc1OC)C1=C(C#N)CCC(=N)N1CC2	0.0	0.7	6	-8
CC(NCCC(N)=O)C1COc2ccccc2O1 (stereo not drawn)	0.1	1.0	-2	7
Cc1ccc2cccc(NC(=O)C34CC5CC(CC(C5)C3)C4)c2n1	0.5	-0.8	20	6
CSc1ccc(C2C(C#N)=C(N)N(c3cccc(Cl)c3C)C3=C2C(=O)CC(C)(C)C3)cc1 (stereo not drawn)	-0.1	0.3	-1	-3

Molecule	FBW7 activator	GPR151 activ	MITF inh	TEAD-YAP block
Cc1ccc(N(CC(=O)Nc2ccccc2-c2ccccc2)S(C)(=O)=O)cc1	-0.3	-0.1	-10	-6
FC(F)(F)c1ccc(Cn2cnc3c(NCc4nc5ccccc5[nH]4)nc(Nc4nccc5ccccc45)nc32)cc1	0.1	0.8	10	-6
OCC1(Cc2ccccc2)CCN(Cc2ccc(Oc3ncccn3)cc2)CC1	-0.1	-0.7	-11	-11
N#Cc1ccsc1NC(=O)COC(=O)CC12CC3CC(CC(C3)C1)C2	0.0	1.7	-11	-33
Cc1ccc(S(=O)(=O)c2ccc([N+](=O)[O-])cc2)cc1	-0.1	-0.6	3	16
Cc1ccc(Sc2cc(C(=O)NCc3cccnc3)c3ccccc3n2)cc1	-0.1	0.4	1	7
COc1ccc(NC(=S)NCc2ccc(C(=O)O)cc2)cc1OC	-0.3	-0.3	-13	7
CC(C)(C)C1=CC(=O)C(C(C)(C)C)=C(O)C1=O	0.0	0.6	0	-3
O=[N+]([O-])c1cccc2c(Cl)ccnc12	0.0	0.0	5	0
COc1ccc(CN2CCN(C3CCCCC3)C(CCO)C2)cc1O (stereo not drawn)	-0.1	-0.2	7	4
CCCNc1ccnc(-c2ccc(OC)cc2)n1	-0.1	-1.5	-2	-58
CCOC(=O)c1ccc(Nc2cc(C)nc(NCc3ccccc3)n2)cc1	-0.2	1.4	3	7

Just FBW7 activator and MITF inh (five entries from above):
SMILES	FBW7 activator	MITF inh
CCOc1ccc(C(=O)CCNC(CO)C(=O)O)cc1 (stereo not drawn)	0.0	11
O=C(Cc1ccccc1[N+](=O)[O-])NNC(=O)Nc1ccccc1C(F)(F)F	0.9	14
CC(=O)Oc1ccc2c(=O)c(-c3ccc(Br)cc3)c(C)oc2c1	0.1	8
O=C(CCl)NC(=O)NCc1ccccc1	0.0	-3
O=C(Nc1ccccc1Br)C1CCN(S(=O)(=O)c2ccccc2)CC1	0.1	3
